Screening data: PubChem BioAssay, several laboratories
KKLEB tox: CF airway cell cytotoxicity counter-screen | KKLEB CF airway cells viability, ATPlite luminescence, overnight; active compounds read low; cells stimulated with P. aeruginosa culture filtrate | activity change (cytotoxicity), % at 5 µM | actives 0.36% (n = 360,000) | AID 602141;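 active = corrected activity change at or below -50% at 5 µM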
C8 TRAIL sens: sensitizes caspase-8 expressing cells to TRAIL; NB7+C8 cells + TRAIL, ATPlite viability luminescence; inhibition (viability loss, TRAIL sensitization), % at 10 µM; actives 1% (n = 360,000); AID 624354;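 active = compounds causing at least 50% loss of cell viability in the single-dose screen, relative to plate controls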
TROY signal inh: inhibitors of TROY-dependent NF-kB signaling; Q293 LMP1-TROYcd NF-kB luciferase reporter, 4 h; inhibition, % at 10 µM; actives 0.98% (n = 360,000); AID 1347056;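 active = compounds whose plate-normalised and pattern-corrected inhibition of the luciferase reporter signal at the single screening dose is 50% or more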
MITF TRPM1 inh: inhibitors of MITF-driven TRPM1 promoter in melanoma cells; AID 488899; actives 0.83% (n = 330,000); inhibition, % at 12.5 µM; SK-MEL-5 TRPM1 promoter luciferase, 24 h;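 active = mean inhibition across replicates of 60% or more, whatever share of single replicates reaches that level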; note: values of inactives mirror those of a sister screen read the other way
CF NFkB block: inhibitors of cystic fibrosis induced NF-kB; KKLEB NF-kB-GFP reporter, PAF-induced, GFP fluorescence overnight; inhibition, % at 5 µM; AID 588850; actives 0.86% (n = 360,000);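 active = at least 50% inhibition at 5 µM, scaled per plate between neutral and stimulator controls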;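 note: PAF is a Pseudomonas aeruginosa culture filtrate used as stimulus; plate controls were PAF-stimulated DMSO wells for no effect and unstimulated DMSO wells for full effect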
Shn3 inh set2: reduces Shn3 3'UTR luciferase signal in osteoblasts; Clone20 osteoblast Shn3 3'UTR firefly luciferase, 24 h; inhibition, % at 12.5 µM; actives 0.52% (n = 360,000); AID 588674;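 active = mean inhibition of at least 75% with every replicate also reaching 75%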;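 note: 0% = median of neutral control wells and 100% = pilot-screen positive control compound; some compounds past the cut are filed as inactive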
NR2E3 ag-1: human photoreceptor-specific nuclear receptor agonism | AID 602229 | actives 0.35% (n = 360,000) | inhibition of corepressor binding, % at 3.98 µM | Q9Y5X4 | CHO-S Gal4-NCOR/VP16-NR2E3 two-hybrid, luciferase;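 active = inhibition above the mean of all tested compounds plus 3 SD, cut at about 70% in these data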;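 note: 0% = DMSO with NR2E3 transfected cells and 100% = cells lacking NR2E3 construct; higher means lower luciferase signal from less NR2E3 corepressor binding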
Target sequence (Q9Y5X4 whole entry, looked up, the tested form may be a part): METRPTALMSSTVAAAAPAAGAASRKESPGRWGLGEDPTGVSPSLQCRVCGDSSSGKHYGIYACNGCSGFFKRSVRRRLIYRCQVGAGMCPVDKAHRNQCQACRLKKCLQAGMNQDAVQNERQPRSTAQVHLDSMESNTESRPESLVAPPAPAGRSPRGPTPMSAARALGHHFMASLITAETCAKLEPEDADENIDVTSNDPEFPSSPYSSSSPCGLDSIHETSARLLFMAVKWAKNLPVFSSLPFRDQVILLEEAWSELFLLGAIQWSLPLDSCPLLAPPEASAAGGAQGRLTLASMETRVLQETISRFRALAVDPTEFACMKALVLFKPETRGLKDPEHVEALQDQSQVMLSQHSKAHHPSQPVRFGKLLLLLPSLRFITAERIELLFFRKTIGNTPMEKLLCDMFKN
Peg3 prom inh: reduces Peg3 promoter-driven luciferase expression in HeLa | actives 1.7% (n = 360,000) | HeLa PEG-Prom luciferase reporter, luminescence, overnight | inhibition, % at 20 µM | AID 588405;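 active = inhibition of at least 50% at 20 µM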
NR2E3 ag-2: NR2E3 (human) agonism. Q9Y5X4. GST-NR2E3/biotin-RetCOR TR-FRET, 1536-well. inhibition of corepressor binding, % at 4.78 µM. actives 0.12% (n = 320,000). AID 2300;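 active = percent inhibition above the cutoff of mean plus 3 SD of all tested compounds, set per screening campaign, cut at about 20% in these data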;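 note: 0% = DMSO wells and 100% = biotin wells as full block of FRET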
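Material – GST-tagged NR2E3 plus biotinylated RetCOR corepressor · Quantity – NR2E3 fusion 1.35 nM · Times – 5 h incubation at 4 °C · Medium – pH 7.5 Tris-based buffer · Technique – TR-FRET, Eu(K)-anti-GST donor, streptavidin-D2 acceptor, ex 340, em 617/671 nm · Benchmarks – high control biotin, low control 0.6% DMSO · Format – 1536-well plates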
TWEAK Fn14 block: blocks TWEAK-Fn14 interaction in a reporter cell assay; TWEAK-stimulated Fn14 reporter cells, luciferase luminescence, 8 h; inhibition, % at 10 µM; actives 2% (n = 360,000); in the data active = inhibition above about 50%
HIF-2a inh: blocks HIF-2a reporter activity; 786-0 RCC cells HIF-2a reporter, luciferase luminescence, overnight; inhibition, % at 18.8 µM; actives 0.72% (n = 360,000); AID 624352;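 active = inhibition of the luminescence signal of 40% or more relative to plate controls, in a single-dose primary screen at 18.75 µM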
* hit, by the source's call. The list is partial, so the mix of outcomes need not match the whole.

For Cc1ccc(C(=O)COC(=O)CCC(=O)NC2CCCCC2)cc1C the results were KKLEB tox -8, C8 TRAIL sens -4, TROY signal inh -58, MITF TRPM1 inh 17, CF NFkB block 11, Shn3 inh set2 -3, NR2E3 ag-1 -15, Peg3 prom inh 7, NR2E3 ag-2 2, TWEAK Fn14 block 2 and HIF-2a inh 1.
`COc1ccc(C2NC(=O)c3ccccc3O2)c(OC)c1OC` (stereo unspecified) gave KKLEB tox 0, C8 TRAIL sens -6, TROY signal inh 7, MITF TRPM1 inh 6, CF NFkB block 7, Shn3 inh set2 -7, NR2E3 ag-1 -9, Peg3 prom inh 4, NR2E3 ag-2 0, TWEAK Fn14 block -4 and HIF-2a inh 3.
Screening CCOc1cc(C2c3c(oc4ccccc4c3=O)C(=O)N2c2nccs2)ccc1O (stereo unspecified) returned KKLEB tox -7, C8 TRAIL sens -36, TROY signal inh -15, MITF TRPM1 inh 1, CF NFkB block 2, Shn3 inh set2 64, NR2E3 ag-1 -19, Peg3 prom inh 29, NR2E3 ag-2 -3, TWEAK Fn14 block -12 and HIF-2a inh 10.
`COc1cc2c(cc1OC)C1CCN3C(=O)CCC3N1CC2` (stereo unspecified) gave KKLEB tox -1, C8 TRAIL sens -3, TROY signal inh 7, MITF TRPM1 inh -2, CF NFkB block 4, Shn3 inh set2 -10, NR2E3 ag-1 25, Peg3 prom inh -9, TWEAK Fn14 block 8 and HIF-2a inh 7.
Screening CSc1ccccc1NC(=O)CN(C)CC(=O)NCc1ccccc1 returned KKLEB tox -5, C8 TRAIL sens -24, TROY signal inh -13, MITF TRPM1 inh 3, CF NFkB block -12, Shn3 inh set2 -5, NR2E3 ag-1 3, Peg3 prom inh 6, NR2E3 ag-2 3, TWEAK Fn14 block 6 and HIF-2a inh 12.
`COc1ccc(CNC(=O)C/C(C)=N/NC(=O)COc2ccc(Br)cc2)cc1` gave KKLEB tox -2, C8 TRAIL sens -4, TROY signal inh -4, MITF TRPM1 inh 2, CF NFkB block -17, Shn3 inh set2 -8, NR2E3 ag-1 -2, Peg3 prom inh 4, NR2E3 ag-2 4, TWEAK Fn14 block 3 and HIF-2a inh 10.
For COc1ccc(NC(=O)C2CCN(S(=O)(=O)c3c(C)noc3C)CC2)cc1OC the results were KKLEB tox 12, C8 TRAIL sens -26, TROY signal inh -2, MITF TRPM1 inh -3, CF NFkB block -27, Shn3 inh set2 5, NR2E3 ag-1 14, Peg3 prom inh 9, NR2E3 ag-2 1, TWEAK Fn14 block 2 and HIF-2a inh 0.
Screening CCOC(=O)C1CCCCN1Cc1cccc(Oc2ccccc2)c1 (stereo unspecified) returned KKLEB tox 0, C8 TRAIL sens -15, TROY signal inh -11, MITF TRPM1 inh 8, CF NFkB block -10, Shn3 inh set2 24, NR2E3 ag-1 2, Peg3 prom inh 28, NR2E3 ag-2 -3, TWEAK Fn14 block 4 and HIF-2a inh 14.
For O=[N+]([O-])c1cnccc1NC1CCCCC1 the results were KKLEB tox 0, C8 TRAIL sens 7, TROY signal inh -16, MITF TRPM1 inh -2, CF NFkB block 16, Shn3 inh set2 -12, NR2E3 ag-1 -41, Peg3 prom inh 17, NR2E3 ag-2 -1, TWEAK Fn14 block 2 and HIF-2a inh 17.
For Cc1cc(C)n(-c2nc3ccccc3[nH]c2=O)n1 the results were KKLEB tox -6, C8 TRAIL sens -9, TROY signal inh 0, MITF TRPM1 inh -8, CF NFkB block 9, Shn3 inh set2 17, NR2E3 ag-1 5, Peg3 prom inh -6, NR2E3 ag-2 0, TWEAK Fn14 block -9 and HIF-2a inh -6.
Screening COc1ccc(NC(=O)c2cc(C)cc(C)c2)cc1[N+](=O)[O-] returned KKLEB tox -2, C8 TRAIL sens 0, TROY signal inh 1, MITF TRPM1 inh -3, CF NFkB block -1, Shn3 inh set2 -1, NR2E3 ag-1 -40, Peg3 prom inh -15, NR2E3 ag-2 1, TWEAK Fn14 block -17 and HIF-2a inh -20.
`COc1ccc(Cl)cc1/C=C/c1ccc2cccc(O)c2n1` gave KKLEB tox 2, C8 TRAIL sens 18, TROY signal inh -22, MITF TRPM1 inh -13, CF NFkB block -17, Shn3 inh set2 -1, NR2E3 ag-1 -33, Peg3 prom inh -140, NR2E3 ag-2 -1, TWEAK Fn14 block 7 and HIF-2a inh -194.
Screening Cn1c(=O)c2c([nH]c(=S)n2Cc2ccc(Cl)cc2)n(C)c1=O returned KKLEB tox 8, C8 TRAIL sens 12, TROY signal inh 12, MITF TRPM1 inh -1, CF NFkB block 11, Shn3 inh set2 8, NR2E3 ag-1 -17, Peg3 prom inh 13, NR2E3 ag-2 5, TWEAK Fn14 block -2 and HIF-2a inh 20.
Screening CO/N=C/NC(=O)c1c(OC)ccnc1Oc1ccc(Cl)cc1 returned KKLEB tox 14, C8 TRAIL sens 3, TROY signal inh -2, MITF TRPM1 inh 3, CF NFkB block 2, Shn3 inh set2 -8, NR2E3 ag-1 2, Peg3 prom inh 0, NR2E3 ag-2 4, TWEAK Fn14 block 12 and HIF-2a inh 16.
Screening CCN(CC(=O)N1CCOCC1)S(=O)(=O)c1ccc2ccccc2c1 returned KKLEB tox 1, C8 TRAIL sens -1, TROY signal inh -14, MITF TRPM1 inh -6, CF NFkB block 5, Shn3 inh set2 15, NR2E3 ag-1 2, Peg3 prom inh 1, TWEAK Fn14 block -10 and HIF-2a inh 15.
`CC(C)N1CCN(Cc2cn[nH]c2C2CCCCC2)CC1CCO` (stereo unspecified) gave KKLEB tox -2, C8 TRAIL sens -12, TROY signal inh 3, MITF TRPM1 inh -16, CF NFkB block -6, Shn3 inh set2 -1, NR2E3 ag-1 -17, Peg3 prom inh 14, NR2E3 ag-2 8, TWEAK Fn14 block -8 and HIF-2a inh 16.
Screening CCOC(=O)C1(S(=O)(=O)c2ccccc2)CCN(Cc2ccc(Cl)cc2)CC1 returned KKLEB tox 1, C8 TRAIL sens -12, TROY signal inh 5, MITF TRPM1 inh 7, CF NFkB block -4, Shn3 inh set2 10, NR2E3 ag-1 -5, Peg3 prom inh 21, NR2E3 ag-2 1, TWEAK Fn14 block 14 and HIF-2a inh 26.
Screening CCCc1nc2oc3c(NCCN(C)C)ncnc3c2c2c1CCCC2 returned KKLEB tox -24, C8 TRAIL sens 3, TROY signal inh 4, MITF TRPM1 inh 76*, CF NFkB block 16, Shn3 inh set2 11, NR2E3 ag-1 9, Peg3 prom inh 68*, NR2E3 ag-2 2, TWEAK Fn14 block -57 and HIF-2a inh 38.
`O=C(COc1ccccc1/C=C\c1nc(O)c([N+](=O)[O-])c(=O)[nH]1)Nc1ccccc1` gave KKLEB tox 3, C8 TRAIL sens 4, TROY signal inh -35, MITF TRPM1 inh -10, CF NFkB block -14, Shn3 inh set2 -39, NR2E3 ag-1 -19, Peg3 prom inh -5, TWEAK Fn14 block -7 and HIF-2a inh -25.
For COc1ccc(N2CCN(C(=O)C(Cc3ccccc3)NC(=O)c3ccccc3)CC2)cc1 (stereo unspecified) the results were KKLEB tox 2, C8 TRAIL sens -6, TROY signal inh -18, MITF TRPM1 inh 9, CF NFkB block 2, Shn3 inh set2 -10, NR2E3 ag-1 14, Peg3 prom inh -1, TWEAK Fn14 block 6 and HIF-2a inh 5.
For COc1ccc(C(NC(=O)C2CCN(CCOc3ccc(Cl)cc3Cl)CC2)c2ccccc2C)cn1 (stereo unspecified) the results were KKLEB tox -24, C8 TRAIL sens 6, TROY signal inh 32, CF NFkB block 13, Shn3 inh set2 -7, NR2E3 ag-1 -17, Peg3 prom inh 1, TWEAK Fn14 block -18 and HIF-2a inh -17.
`O=C(NC1CCCC1)C(c1ccccn1)N(Cc1ccccc1F)C(=O)c1csnn1` (stereo unspecified) gave KKLEB tox -2, C8 TRAIL sens -13, TROY signal inh 4, MITF TRPM1 inh -14, CF NFkB block 4, Shn3 inh set2 -4, NR2E3 ag-1 11, Peg3 prom inh 15, NR2E3 ag-2 4, TWEAK Fn14 block 7 and HIF-2a inh 13.
`CC(=O)c1c(C)[nH]c(C(=O)COC(=O)c2cc(C)oc2C)c1C` gave KKLEB tox 2, C8 TRAIL sens 4, TROY signal inh 21, MITF TRPM1 inh -8, CF NFkB block -6, Shn3 inh set2 40, NR2E3 ag-1 -13, Peg3 prom inh -7, NR2E3 ag-2 2, TWEAK Fn14 block -8 and HIF-2a inh -2.
`Cc1ccc(C(=O)NNC(=O)C2CCN(c3nc(C)cc(C)n3)CC2)cc1` gave KKLEB tox -4, C8 TRAIL sens -17, TROY signal inh -7, MITF TRPM1 inh 5, CF NFkB block 6, Shn3 inh set2 -25, NR2E3 ag-1 -18, Peg3 prom inh -6, NR2E3 ag-2 2, TWEAK Fn14 block 8 and HIF-2a inh 16.
N#C/C(C(=O)c1ccccc1)=C1/CCCN1 was read as KKLEB tox 7, C8 TRAIL sens -8, TROY signal inh -16, MITF TRPM1 inh -5, CF NFkB block -1, Shn3 inh set2 -14, NR2E3 ag-1 -19, Peg3 prom inh -24, NR2E3 ag-2 0, TWEAK Fn14 block 7 and HIF-2a inh -34.
Screening Cc1nc2ccccc2c(=O)n1/N=C/c1c(O)ccc2ccccc12 returned KKLEB tox 3, C8 TRAIL sens 8, TROY signal inh -6, MITF TRPM1 inh 19, CF NFkB block 8, Shn3 inh set2 63, NR2E3 ag-1 -14, Peg3 prom inh 9, NR2E3 ag-2 2, TWEAK Fn14 block 5 and HIF-2a inh -6.
`Cc1ccccc1CN(c1ccc(C(=O)N2CCN(C)CC2)cc1)S(C)(=O)=O` gave KKLEB tox 6, C8 TRAIL sens -11, TROY signal inh 4, CF NFkB block -8, Shn3 inh set2 -7, NR2E3 ag-1 17, Peg3 prom inh 11, NR2E3 ag-2 2, TWEAK Fn14 block 17 and HIF-2a inh 12.
`Cn1c(COc2ccccc2)nnc1SCC(=O)NCc1ccccc1` gave KKLEB tox -7, C8 TRAIL sens -4, TROY signal inh -20, MITF TRPM1 inh 4, CF NFkB block 11, Shn3 inh set2 4, NR2E3 ag-1 -4, Peg3 prom inh 4, NR2E3 ag-2 2, TWEAK Fn14 block -7 and HIF-2a inh 30.
Screening CCOC(=O)C1(Cc2cccc(F)c2)CCN(Cc2nc(CC)[nH]c2C)CC1 returned KKLEB tox 8, C8 TRAIL sens 2, TROY signal inh 3, MITF TRPM1 inh -5, CF NFkB block 0, Shn3 inh set2 45, NR2E3 ag-1 -7, Peg3 prom inh 4, NR2E3 ag-2 1, TWEAK Fn14 block 5 and HIF-2a inh 17.
For COc1cc2c(c(OC)c1OC)C(c1ccc(C)cc1)CC(=O)O2 (stereo unspecified) the results were KKLEB tox -5, C8 TRAIL sens 9, TROY signal inh -20, MITF TRPM1 inh -5, CF NFkB block 34, Shn3 inh set2 -7, NR2E3 ag-1 -15, Peg3 prom inh -7, TWEAK Fn14 block 2 and HIF-2a inh -11.
